From PubChem BioAssay
PKA-R2B act: activators of human PKA-R2B complex; PKA-R2B holoenzyme dissociation, Cy5-IP20 fluorescence polarization; R2B truncated from residue 108, S112A mutant; 0% DMSO only, 100% 113 µM cGMP; activation, % at 11.4 µM; hit rate 0.079% among 340,000; AID 504700;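 active = activation above a cutoff set at the mean over all compounds plus 3 SD, cut at about 18% in these data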;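 note: higher means more holoenzyme dissociation and a rise in polarization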
phage Ecoli inh: E. coli growth loss with phage present. growth absorbance. inhibition, % at 11.9 µM. hit rate 0.26% among 360,000. AID 651602; in the data active = inhibition above about 11%
HTR5A ag: HTR5A agonism, opioid heterodimer counter-screen; P47898; HTR5A agonist assay, luminescence, cell-based; activation, % at 9.3 µM; hit rate 0.61% among 340,000; in the data active = activation mostly above about 9.5%, no sharp cut-off; inactive = mostly below about 7.6%;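 note: 0% = cells with vehicle only and 100% = reference agonist; strong numbers were not always called active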
Target sequence (P47898 whole entry, looked up): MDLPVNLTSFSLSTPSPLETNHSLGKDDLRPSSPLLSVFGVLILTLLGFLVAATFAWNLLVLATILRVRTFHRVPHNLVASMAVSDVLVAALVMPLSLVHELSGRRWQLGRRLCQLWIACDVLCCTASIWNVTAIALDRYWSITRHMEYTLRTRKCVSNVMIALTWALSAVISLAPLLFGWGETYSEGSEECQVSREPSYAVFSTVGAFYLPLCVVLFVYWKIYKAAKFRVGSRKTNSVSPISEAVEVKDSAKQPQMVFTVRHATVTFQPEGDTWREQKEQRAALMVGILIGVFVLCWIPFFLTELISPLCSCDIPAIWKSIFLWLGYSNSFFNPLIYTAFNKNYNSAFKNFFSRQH
Ecoli viability: reduces bacterial viability in AddAB counter-screen; E. coli V3065 growth, OD600 absorbance, 18 h; inhibition, % at 11.9 µM; hit rate 0.27% among 330,000; AID 449728;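 active = inhibition above the campaign's mean inhibition across all tested compounds plus 3 SD, cut at about 9.9% in these data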;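 note: uninfected addAB+ strain grown without phage in ampicillin broth; 0% = DMSO wells and 100% = ciprofloxacin 0.95 µg/ml wells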
Mot1-301 SUMO: inhibitors of SUMOylation pathway: yeast Mot1-301 growth rescue. AID 2716. growth rescue, % at 18.8 µM. hit rate 1% among 320,000. S. cerevisiae Mot1-301 growth rescue, ATP luminescence, 38.5C; percent above DMSO median, 100 means doubled;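 active = every valid replicate shows activation above 250% relative to neutral control wells; inactive = the rest, any valid replicate at or below 250%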;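 note: OY570 slx delta 5 strain wells were the positive control but not used for scaling; some compounds called inactive have numbers as strong as hits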
HTR5A inv ctr: counter-screen for OPRM1-OPRD1 inverse agonists: human HTR5A inverse agonism; P47898; HTR5A cell line, luminescence; inhibition, % at 9.3 µM; hit rate 0.083% among 340,000; AID 504634; in the data active = inhibition mostly above about 23%, no sharp cut-off; inactive = mostly below about 18%;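 note: 0% = cells with DMSO and 100% = no-cell wells with DMSO; some compounds called inactive have numbers as strong as hits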
PKA-R1A activ: PKA-R1A complex activation; PKA-R1A dissociation, Cy5-IP20 fluorescence polarization; scaled: DMSO 0%, 113 µM cGMP 100%; P00514+P68181; hit rate 0.083% among 340,000; AID 504707; activation, % at 11.4 µM;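 active = percent activation above the mean of all tested compounds plus 3 SD, cut at about 19% in these data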;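 note: higher means more PKAc released from R1A so a rise in polarization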
AddAB inh: less growth of phage-infected E. coli with AddAB. E. coli expressing H. pylori AddAB, absorbance growth. inhibition, % at 11.9 µM. hit rate 0.29% among 330,000; in the data active = inhibition above about 12%;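 note: 0% = vehicle wells of infected cells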
Tat transport: inhibitors of E. coli Tat protein transport; E. coli MC4100 TorA-mCherry Tat export, fluorescence; inhibition, % at 10 µM; hit rate 0.036% among 340,000; AID 488895;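 active = mean replicate inhibition at least 50% and at least half of replicates individually reaching 50%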;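 note: exported cargo escapes ClpAP degradation while cytoplasmic cargo is degraded and loses fluorescence; 0% = median of neutral control wells and 100% = median of NaSCN control wells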
DAGLB inh: diacylglycerol lipase beta (human) inhibition; Q8NCG7; HEK293T DAGLB membrane lysate, EnzChek fluorogenic substrate; inhibition, % at 5.17 µM; hit rate 0.059% among 340,000; in the data active = inhibition above about 34%;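 note: 0% = enzyme with vehicle and 100% = wells lacking enzyme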
Target sequence (Q8NCG7 whole entry, looked up): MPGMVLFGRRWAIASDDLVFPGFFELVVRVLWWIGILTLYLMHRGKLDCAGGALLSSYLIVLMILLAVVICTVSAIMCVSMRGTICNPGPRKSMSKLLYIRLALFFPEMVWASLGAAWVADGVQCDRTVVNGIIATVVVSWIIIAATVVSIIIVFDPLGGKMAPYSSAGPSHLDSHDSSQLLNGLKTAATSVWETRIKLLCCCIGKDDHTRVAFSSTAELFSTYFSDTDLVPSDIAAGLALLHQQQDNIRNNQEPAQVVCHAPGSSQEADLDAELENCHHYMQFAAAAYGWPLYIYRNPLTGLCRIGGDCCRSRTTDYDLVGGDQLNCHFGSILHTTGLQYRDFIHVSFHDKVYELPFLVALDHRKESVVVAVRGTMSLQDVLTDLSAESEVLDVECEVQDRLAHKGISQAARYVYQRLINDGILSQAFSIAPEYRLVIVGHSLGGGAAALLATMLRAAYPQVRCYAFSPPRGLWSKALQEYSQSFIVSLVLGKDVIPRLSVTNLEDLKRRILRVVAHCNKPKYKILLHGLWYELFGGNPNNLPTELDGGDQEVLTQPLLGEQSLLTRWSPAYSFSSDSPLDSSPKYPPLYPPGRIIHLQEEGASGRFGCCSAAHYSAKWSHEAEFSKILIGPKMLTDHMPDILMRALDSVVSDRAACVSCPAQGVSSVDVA
CDK5 p35 inh: inhibitors of human CDK5/p35 kinase. Recombinant CDK5/p35, ADP-Glo luminescence, 60 min. hit rate 0.01% among 330,000. Q00535+Q15078. inhibition, % at 10 µM;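 active = highest replicate inhibition of at least 50% and at least 75% of replicates reaching 50%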;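 note: plate controls were DMSO neutral control for no effect and GW8510 at 10 µM for full effect; many of its hits are not listed in these tables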
An asterisk follows results filed as active; x = not tested or not shown.

| structure | DAGLB inh | PKA-R2B act | phage Ecoli inh | Ecoli viability | Mot1-301 SUMO | CDK5 p35 inh | AddAB inh | HTR5A ag | PKA-R1A activ | Tat transport | HTR5A inv ctr |
| --- | --- | --- | --- | --- | --- | --- | --- | --- | --- | --- | --- |
| O=C(CN1CCN(c2cccc(Cl)n2)CC1)N1CC(O)CO1 (stereo unspecified) | -1 | 0 | 4.4 | -0.9 | 4 | 1.0 | 0.0 | 2 | -3 | 3 | -6 |
| CSc1nc(SCC(=O)O)c2sc3nc(-c4ccccc4)c4c(c3c2n1)CCC4 | 4 | 9 | 0.4 | x | x | 0.4 | x | 0 | 6 | 2 | 1 |
| COc1ccc(/C=N/NC(=O)c2ccc(OC)c(OC)c2)cc1COc1c(F)c(F)c(F)c(F)c1F | -3 | -4 | -0.2 | x | 41 | -1.1 | x | 0 | -9 | -1 | 0 |
| CS(=O)(=O)N(CC(=O)N1CCCCC1)C1CCCCC1 | -1 | 0 | 2.7 | -1.0 | x | 0.3 | 3.0 | -2 | -4 | 1 | -8 |
| Cc1oc(C)c(C(=O)O)c1C(=O)O | 2 | -2 | 1.8 | 1.4 | -22 | 2.3 | 0.0 | 6 | -6 | -5 | -23 |
| Cc1ccc2nc(SCC(=O)N/N=C/c3ccco3)cc(C)c2c1 | 0 | -6 | 1.9 | -0.5 | 68 | 0.6 | 1.4 | -2 | 5 | 3 | 4 |
| O=C(NNC(=O)C1C2C=CC(C2)C1C(=O)O)c1cc(Cl)ccc1O (stereo unspecified) | 1 | -7 | 1.4 | x | -2 | 0.7 | x | 1 | -5 | 4 | -12 |
| O=C(CCCSc1nc2ccccc2c(=O)[nH]1)c1ccccc1 | 1 | -6 | 2.5 | 1.4 | 10 | -0.4 | 3.3 | 3 | -9 | -4 | -1 |
| CCC1([N+](=O)[O-])COC(C=Cc2ccccc2)OC1 (stereo unspecified) | -1 | 6 | 3.6 | x | x | 0.0 | x | -1 | -1 | 12 | 3 |
| O=C(CN1C(=O)C2CCCCC2C1=O)Nc1cc([N+](=O)[O-])ccc1F (stereo unspecified) | -1 | -5 | 1.1 | -2.6 | -17 | -1.2 | 3.3 | 1 | 2 | -5 | -3 |
| O=S(=O)(NN1CCOCC1)c1ccc(Cl)s1 | -2 | 7 | 1.8 | -1.5 | 1 | 1.1 | 3.1 | -1 | 3 | -7 | 2 |
| O=C(Nc1nccs1)C1C2/C=C\CCCCC21 (stereo unspecified) | -4 | -2 | 3.7 | -1.6 | 2 | -1.1 | 1.2 | 1 | -7 | -8 | -13 |
| O=C(Nc1ccc(S(=O)(=O)N2CCCCC2)cc1)C1CCCO1 (stereo unspecified) | 2 | -8 | 0.4 | 0.6 | 207 | -6.9 | 1.8 | -4 | -12 | 5 | 10 |
| COc1ccc(C(=O)Nn2c(C)nnc2-n2nc(C)cc2C)cc1OC | 2 | -1 | -0.4 | 0.6 | -1 | -0.3 | 3.1 | 0 | -2 | -4 | 5 |
| Cc1cccc(/C=N/NC(=O)Cn2nnnc2N)n1 | 0 | -8 | 1.1 | 0.3 | -5 | -3.2 | 1.9 | -5 | 11 | -5 | 14 |
| CCC(=O)Nc1ccc2c(c1)ncn2-c1ccc(OC)cc1 | 1 | -4 | 2.6 | 1.4 | 0 | 2.0 | 0.2 | 1 | -3 | 2 | 23 |
| O=C(NCc1cccs1)c1cnn2cccnc12 | -4 | 1 | 0.9 | 2.0 | -4 | 1.9 | 1.4 | -5 | 8 | 6 | 1 |
| OCC1(CO)COC2(CCCC2)N1 | -1 | -8 | 5.0 | 2.1 | 1 | 0.2 | -0.6 | 6 | 8 | -5 | -35 |
| Nc1sc2c(c1C(=O)c1ccccc1)CCCC2 | 0 | 8 | 2.5 | -1.1 | -11 | 0.6 | -1.2 | 1 | 8 | 2 | -6 |
| CCOC(=O)CSc1nc(C)c2cc(C)c(C)cc2n1 | -5 | -1 | 3.3 | 0.5 | 4 | 0.4 | -0.9 | -4 | -12 | -4 | 10 |
| C[C@@H]1CC[C@]2(O[C@H](CCO)C[C@@H](O)[C@@H]2O)O1 | 1 | -7 | 3.4 | -3.4 | -18 | 2.4 | -0.4 | 9 | -4 | 7 | 3 |
| O=C(NCCc1cccc(F)c1)[C@@H]1CSC2c3ccccc3C(=O)N21 (stereo partly specified) | -1 | -12 | 1.8 | -0.1 | 7 | 1.2 | 3.4 | 3 | 3 | -4 | -11 |
| CCCc1nc2c(=O)n(C)c(=O)[nH]c2n1CCC | 1 | -3 | 1.8 | -0.9 | 2 | -1.0 | 1.9 | -1 | -11 | 1 | -8 |
| O=C(Oc1c(Cl)cc(Cl)c2ccccc12)N1CCCC1 | -6 | 0 | 1.6 | -2.0 | -4 | -0.7 | 1.6 | 9 | 1 | 3 | -24 |
| O=C(NCCNc1ccc([N+](=O)[O-])cc1)c1cccc(Br)c1 | 1 | -16 | 2.5 | 0.8 | -6 | 0.6 | -0.8 | 3 | -4 | -11 | 30 |
| Cc1ccsc1/C=N/n1c(COc2ccccc2)n[nH]c1=S | 2 | -3 | 2.6 | 1.7 | 4 | 3.5 | 3.0 | 3 | -1 | 2 | -11 |
| CCOC(=O)c1c(N)sc2c1CCC1C(=O)N(C3CCCCC3)C(=O)C21 (stereo unspecified) | -1 | 4 | 1.0 | -2.6 | x | -0.1 | -1.6 | 4 | 3 | 11 | -10 |
| COc1ccccc1C(=O)N=Nc1c(O)[nH]c2ccc([N+](=O)[O-])cc12 | 4 | -6 | 2.4 | x | x | -1.3 | x | 4 | -10 | -6 | -2 |
| CC1CCN(C(=O)c2ccc(NS(=O)(=O)c3ccccc3)cc2)CC1 | 0 | -2 | 4.6 | 2.6 | -6 | -0.3 | 2.1 | 5 | -6 | 2 | -5 |
| C=CCn1c(SCC(=O)c2ccccc2)nnc1-c1cc2ccccc2o1 | -4 | 7 | 3.5 | 2.5 | 173 | -0.3 | 1.9 | -4 | -8 | -2 | -4 |
| CCOC(=O)C1CCCN(CCC(=O)Nc2cccc(C)c2)C1 (stereo unspecified) | -1 | -8 | 5.2 | 1.5 | 3 | -0.2 | 2.3 | 0 | 3 | 1 | -13 |
| COc1ccccc1C(=O)NCC(=O)NC1CCCc2ccccc21 (stereo unspecified) | 0 | -6 | 2.1 | -1.4 | -1 | -3.1 | -0.3 | 0 | 3 | 4 | 1 |
| Cc1nnc2c(NC3CCCC3)nc3ccccc3n12 | -3 | -3 | 3.4 | 0.8 | -14 | 0.9 | 0.3 | -4 | -15 | -3 | 12 |
| Cn1nc(C(=O)Nc2cccc(S(=O)(=O)N3CCOCC3)c2)c2ccccc2c1=O | -3 | -9 | 2.3 | -2.5 | 54 | -0.9 | 3.2 | 0 | 1 | -3 | 1 |
| Cc1cccc(NC(=S)NC(=O)/C=C/c2ccco2)n1 | -3 | 6 | 3.0 | 1.1 | 17 | 0.3 | 2.2 | -8 | 1 | -7 | 18 |
| N#CCc1nn2c(-c3ccccc3)ccnc2c1C#N | 0 | 10 | 1.1 | -1.6 | 3 | 0.2 | -1.4 | 1 | 1 | 8 | -4 |
| CCCCCCCCOC(=O)c1ccc(N)cc1 | -5 | -15 | 3.7 | -2.0 | 14 | -1.7 | -0.2 | -1 | -3 | 14 | 0 |
| CC(C)(C)n1nc2c(c1NC(=O)Cc1cccc3ccccc13)CS(=O)(=O)C2 | 1 | -9 | -0.1 | 2.2 | -16 | -1.4 | 0.4 | 4 | -12 | 2 | -11 |
| CC(=O)Nc1ccc(S(=O)(=O)NCCc2cn3nc(C)c(C)nc3n2)cc1 | 0 | -13 | 0.5 | -1.1 | -3 | -0.7 | 1.0 | -2 | -16 | -9 | 10 |
| CCOC(=O)c1ccc(S(=O)(=O)Nc2cc(S(=O)(=O)N3CCOCC3)ccc2O)cc1 | 7 | -14 | 3.0 | 4.0 | -30 | 0.0 | 3.0 | 6 | -4 | -3 | -6 |
| COc1cc(NC(=O)CNC(=O)Cn2ccc3ccccc3c2=O)cc(OC)c1OC | -1 | 0 | -1.8 | 0.8 | 29 | 1.1 | 1.8 | -2 | 2 | -3 | -25 |
| CCOC(=O)C(CCOc1cccc(CC)c1)C(=O)OCC | -12 | -2 | 1.2 | -0.6 | 283 | 0.0 | -1.0 | 10 | -7 | 4 | -28 |
| O=C(COC(=O)COc1cccc(C(F)(F)F)c1)Nc1ccc(N2CCOCC2)cc1 | -1 | 10 | 2.1 | 1.8 | -9 | -1.1 | 2.5 | -3 | 1 | -11 | 6 |
| COc1cc(/C=C/C(=O)OCN2C(=O)c3ccccc3C2=O)ccc1OC(F)F | -3 | -1 | 0.2 | x | -3 | -1.7 | x | -3 | 10 | 5 | 8 |
| Cc1cc(C)c(NC(=O)CN)c(C)c1 | 1 | -11 | 2.4 | 0.9 | -5 | -1.4 | 2.8 | 1 | -3 | 1 | -17 |
| CCOc1ccc(NC(=O)NC(C)CC)cc1 (stereo unspecified) | 0 | -5 | -0.7 | -1.3 | 2 | -4.4 | -2.6 | -1 | -3 | -9 | 2 |
| CC1CCC2C(=O)N(c3ccc(S(=O)(=O)c4ccccc4)cc3)C(=O)C2C1 (stereo unspecified) | -5 | -6 | 0.9 | 0.5 | 11 | 0.0 | 1.8 | 3 | 3 | -1 | -2 |
| O=Cc1ccc(Oc2ncccn2)cc1 | 1 | -7 | 1.3 | -1.4 | -6 | 0.0 | 5.5 | 4 | 1 | -3 | 8 |
| Cc1ccc2cc3cc(C(=O)N4CCN(Cc5ccccc5)CC4)sc3nc2c1 | -1 | 4 | 2.0 | 0.9 | 151 | 0.6 | -0.1 | -1 | -5 | -3 | 2 |
| COc1ccc(OCC(O)CNCCOc2ccccc2OC)c(C(C)(C)C)c1 (stereo unspecified) | -2 | -13 | -0.1 | -1.8 | -13 | 0.1 | -1.0 | 6 | -2 | 3 | -23 |
| COc1ccc(NC(=O)CCC(=O)Nc2cc(OC)c(NC(=O)c3cccs3)cc2OC)cc1 | 1 | -3 | 1.4 | -3.0 | 1 | 0.9 | -1.4 | 2 | 0 | -1 | -4 |
| COc1cccc(O)c1CN1CCCC(C(=O)c2cccc(C(F)(F)F)c2)C1 (stereo unspecified) | -4 | 0 | 5.2 | 0.8 | -6 | -0.6 | 2.1 | -1 | 5 | 5 | 16 |
| CC(C)(C)S(=O)(=O)/C(C#N)=N/Nc1ccc(Cl)cc1 | 7 | 0 | 5.3 | -2.8 | 9 | 0.1 | 1.9 | 2 | 9 | -13 | -4 |
| Cc1cc(NC(=O)c2cccs2)n(-c2nc3ccccc3[nH]2)n1 | -9 | 1 | 3.0 | -1.1 | -14 | -2.6 | 1.1 | -6 | -4 | 3 | -10 |
| CC1CN(C(=S)SCC(=O)c2ccc([N+](=O)[O-])cc2)CC(C)O1 (stereo unspecified) | 0 | -14 | 1.4 | 0.2 | 6 | 0.0 | 2.4 | 6 | 1 | -6 | -17 |
| CN(C)c1ccc(C(=O)/C=C/c2cccnc2)cc1 | -1 | -1 | 4.5 | -0.3 | 423 | 1.0 | 2.1 | 9.2* | -2 | 1 | -34 |
